Assay outcomes (PubChem)
MT1-MMP act inh – inhibitors of human MT1-MMP activation. GFP/RFP ratio change, % at 20 µM. actives 0.061% (n = 360,000). P50281. HT1080 RFP-PRO-GFP cells, GFP/RFP ratio fluorescence, overnight; percent of plate control window, DMSO zero. AID 651647;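 active = GFP/RFP ratio change of at least 30% with cell ATP level not reduced by more than half and red fluorescence within 50% of control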; also: strong numbers were not always called active
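Assay system – RFP-PRO-GFP reporter HT1080 cells · Compound dosing – single dose of 20 µM compound, 1% DMSO final · Incubation – overnight compound exposure at 37 °C · Measure – GFP/RFP fluorescence ratio · Benchmarks – DMSO wells and RFP-L50D-GFP cells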
NRP1-CendR mod – NRP-1/CendR interaction modulation; AID 602438; inhibition, % at 25 µM; FAM-RPARPAR peptide binding to NRP-1, fluorescence polarization; actives 0.85% (n = 360,000);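 active = inhibition or corrected inhibition above about 18%, plus a signal ratio from 0.5 to 1.5, limit read from the data, passing the limit was not always enough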; also: strong numbers were not always called active
Rin1 Abl inh – blocks binding of human Rin1 to Abl | P00519+Q13671 | inhibition, % at 7.35 µM | TR-FRET Rin1/Abl binding, biochemical | AID 588664 | actives 0.4% (n = 360,000); in the data active = inhibition above about 5%, passing the limit was not always enough
Target sequence (P00519 whole entry, looked up): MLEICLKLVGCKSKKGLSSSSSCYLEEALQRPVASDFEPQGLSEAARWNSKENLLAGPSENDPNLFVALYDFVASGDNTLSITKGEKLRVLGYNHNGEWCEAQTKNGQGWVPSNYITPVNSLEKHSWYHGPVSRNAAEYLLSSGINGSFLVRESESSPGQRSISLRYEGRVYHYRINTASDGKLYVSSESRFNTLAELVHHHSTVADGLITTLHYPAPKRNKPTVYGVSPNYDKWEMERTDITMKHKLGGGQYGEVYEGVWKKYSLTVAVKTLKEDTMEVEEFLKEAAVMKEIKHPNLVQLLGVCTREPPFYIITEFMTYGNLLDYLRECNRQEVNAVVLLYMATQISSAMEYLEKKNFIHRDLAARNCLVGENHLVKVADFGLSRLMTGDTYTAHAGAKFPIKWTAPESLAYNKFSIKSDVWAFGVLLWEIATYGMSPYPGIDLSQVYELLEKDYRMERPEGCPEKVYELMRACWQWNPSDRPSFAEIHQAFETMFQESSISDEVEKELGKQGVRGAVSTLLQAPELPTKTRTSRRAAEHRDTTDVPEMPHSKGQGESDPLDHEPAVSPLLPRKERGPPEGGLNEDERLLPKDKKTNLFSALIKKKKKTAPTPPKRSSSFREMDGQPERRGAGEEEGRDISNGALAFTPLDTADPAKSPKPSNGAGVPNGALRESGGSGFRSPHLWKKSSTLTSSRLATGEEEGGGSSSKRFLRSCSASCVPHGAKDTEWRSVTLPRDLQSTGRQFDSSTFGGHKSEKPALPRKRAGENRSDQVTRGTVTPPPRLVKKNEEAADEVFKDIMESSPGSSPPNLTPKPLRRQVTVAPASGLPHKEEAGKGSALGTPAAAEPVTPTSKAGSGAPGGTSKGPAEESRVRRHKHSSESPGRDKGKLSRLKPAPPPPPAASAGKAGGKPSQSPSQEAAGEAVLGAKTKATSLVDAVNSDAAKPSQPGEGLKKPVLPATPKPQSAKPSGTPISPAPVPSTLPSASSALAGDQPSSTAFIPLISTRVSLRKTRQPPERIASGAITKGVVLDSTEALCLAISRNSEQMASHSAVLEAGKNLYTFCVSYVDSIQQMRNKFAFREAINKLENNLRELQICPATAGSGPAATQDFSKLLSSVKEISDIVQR
Target sequence (Q13671 whole entry, looked up): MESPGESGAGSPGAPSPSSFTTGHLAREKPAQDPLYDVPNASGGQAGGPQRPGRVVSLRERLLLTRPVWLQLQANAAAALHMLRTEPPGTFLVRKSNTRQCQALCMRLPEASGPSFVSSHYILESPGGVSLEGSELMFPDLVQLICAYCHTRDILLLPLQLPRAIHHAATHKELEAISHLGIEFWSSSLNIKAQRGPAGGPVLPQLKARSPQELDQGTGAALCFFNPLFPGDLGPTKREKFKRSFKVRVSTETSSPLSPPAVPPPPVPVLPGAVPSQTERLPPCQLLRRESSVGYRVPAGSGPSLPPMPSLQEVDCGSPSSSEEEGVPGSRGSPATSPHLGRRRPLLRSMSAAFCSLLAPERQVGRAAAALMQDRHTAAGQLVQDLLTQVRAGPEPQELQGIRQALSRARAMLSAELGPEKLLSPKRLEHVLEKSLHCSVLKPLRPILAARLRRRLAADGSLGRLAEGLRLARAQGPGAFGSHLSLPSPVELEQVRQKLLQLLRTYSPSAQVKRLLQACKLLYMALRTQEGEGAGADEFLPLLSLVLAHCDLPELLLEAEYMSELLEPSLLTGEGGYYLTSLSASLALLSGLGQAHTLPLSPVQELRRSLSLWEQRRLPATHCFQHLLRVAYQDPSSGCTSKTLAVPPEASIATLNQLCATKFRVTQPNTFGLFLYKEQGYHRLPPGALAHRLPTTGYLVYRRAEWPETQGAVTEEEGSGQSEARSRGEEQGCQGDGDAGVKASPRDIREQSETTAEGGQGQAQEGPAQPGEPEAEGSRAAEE
E coli Lon inh – inhibits E. coli Lon protease | purified E. coli Lon protease, fluorescence polarization | inhibition, % at 7.94 µM | actives 0.42% (n = 360,000) | AID 602123; in the data active = inhibition above about 13%, passing the limit was not always enough;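 also: 0% = enzyme with probe and DMSO and 100% = no enzyme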
PABP1 MLLE inh – blocks PAM2 peptide binding to the PABP1 MLLE domain | P11940 | GST-MLLE / FITC-PAM2 fluorescence polarization | inhibition, % at 20 µM | actives 0.36% (n = 360,000) | AID 588489; in the data active = inhibition above about 35%, passing the limit was not always enough;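 also: plate controls were DMSO wells with GST-MLLE for no effect and wells lacking GST-MLLE protein for full effect; some results filed as inactive read as strong as hits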
FAS TE block – blocks the thioesterase domain of human fatty acid synthase | recombinant FAS-TE, OMFH fluorogenic substrate, fluorescence endpoint | actives 0.67% (n = 360,000) | AID 602261 | inhibition, % at 15 µM | P49327;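 active = compounds whose normalised, plate-corrected inhibition of enzyme fluorescence in the single-dose primary screen is 50% or more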;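 also: 0% = DMSO with enzyme and 100% = substrate without enzyme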
Neddyl block – inhibitors of human cullin neddylation; P61081+Q13564; TR-FRET cullin neddylation, biochemical; calls only at 25 µM; actives 0.58% (n = 360,000); in the data active = inhibition above about 36%
SKN-1 inh – blocks SKN-1 activity in C. elegans; C. elegans VP596 Pgst-4::GFP/RFP ratio, acrylamide-induced, 24 h; inhibition, % at 21.8 µM; actives 0.49% (n = 360,000); AID 624304;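 active = interference check ratio from 0.5 to 1.5 plus GFP to RFP signal ratio inhibition reaching or exceeding a fixed threshold, cut at about 30% in these data, passing the limit was not always enough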; also: some compounds called inactive have numbers as strong as hits
bovine MsrA act – activates bovine MsrA enzyme; activation, % at 10.6 µM; purified bovine MsrA, absorbance read-out; actives 0.3% (n = 360,000); AID 602163; in the data active = activation above about 7.5%;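 also: 0% = vehicle and 100% = reference activator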
Numbers without * were called inactive; i = inactive; / = not tested or not shown; + = active, no number; & = joins results of further samples.

SMILES | MT1-MMP act inh | NRP1-CendR mod | Rin1 Abl inh | E coli Lon inh | PABP1 MLLE inh | FAS TE block | Neddyl block | SKN-1 inh | bovine MsrA act
Cc1cc(OCc2cn(CC(=O)c3ccc(O)cc3)nn2)ccc1[N+](=O)[O-] | 0 | 2 | -1 | -7 | 10 | 8 | i | -3 | -5
O=C1CC(NCc2ccc3c(c2)OCO3)C(=O)N1Cc1ccc2c(c1)OCO2 (configuration not stated) | 4 | -3 | 1 | -10 | -8 | -8 | i | -19 | -7
COC(=O)c1ccc(NC(=O)C2CCCCC2C(=O)O)cc1 (configuration not stated) | 3 | 6 | 3 | -9 | 20 | -5 | i | 1 | 0
Cc1ccc(CN2CCN(c3ccccc3Cl)CC2)o1 | 0 | -7 | 1 | -1 | 10 | -4 | i | 1 | -4
CCOc1ccc(N2C(=O)CC(N3CCN(c4ccc([N+](=O)[O-])cc4)CC3)C2=O)cc1 (configuration not stated) | 3 | 3 | 0 | -8 | -139 | 19 | i | 3 | -1
COc1ccc(S(=O)(=O)NCC(=O)N(CC(=O)NCC2CCCO2)c2c(C)cccc2C)cc1 (configuration not stated) | 2 | 18 | 0 | -12 | 4 | -5 | i | -15 | -8
CN(C(=O)c1cccc(NC(=O)Cc2cccc(NC(=O)C3CCCN(C(=O)C4CCCC4)C3)c2)c1)C1CCC1 (configuration not stated) | 0 | 20 | -1 | -10 | 12 | -9 | i | 11 | -1
COC(=O)c1cc(CNC(=O)c2cccc(Cl)c2)ccc1OC | 6 | -5 | 0 | 3 | -2 | -6 | i | -3 | -1
CC[C@]12c3[nH]c4cc(-c5ccco5)ccc4c3CCN1C(=O)[C@@H](CC(=O)NCCC1=CCCCC1)C[C@@H]2C(=O)N1CCN(C(=O)c2ccco2)CC1 | 4 | -47 | -5 | -1 | -2 | 10 | / | 22 | -6
COc1ccccc1CNC(=O)C1CCN(S(=O)(=O)c2cccc3nonc23)CC1 | -2 | 10 | 1 | -7 | -6 | 0 | i | 8 | 0
CCOc1ccc(NC(=O)CN(C)CC(=O)Nc2ccc(Br)cc2F)cc1OCC | 11 | 2 | 1 | 3 | 2 | 8 | i | 3 | 0
O=S(=O)(NCC1(N2CCOCC2)CCCCC1)c1ccc(F)c(F)c1F | -2 | -4 | 6 | 4 | 4 | 9 | i | 15 | -1
Cc1ccc(CCNC(=O)C2CCN(S(=O)(=O)c3cccc4cccnc34)CC2)cc1 | -7 | 4 | -4 | -7 | -13 | 1 | i | 7 | -1
COc1cccc(C2c3[nH]c4ccccc4c3CCN2Cc2cccc(C)n2)c1 (configuration not stated) | -7 | 4 | 4 | 4 | -15 | 22 | + | 0 | -1
CCOC(=O)CSC1=C(C#N)C(c2ccccc2)C(C(C)=O)=C(C)N1 (configuration not stated) | 3 | 12 | 1 | 5 | -47 | 6 | i | -8 | -8
Cc1cccc(C(=O)N=c2c(C#N)cc3c(=O)n4cccc(C)c4nc3n2Cc2ccco2)c1 | -2&2 | -82&-43 | 1&-3 | -17&-4 | 7&19 | 20&26 | / | 2&-11 | -3&-4
CCN(CC)CCn1c(NS(=O)(=O)c2ccc(Cl)cc2)nc2ccccc21 | 3 | -9 | 0 | -1 | -5 | -4 | i | 14 | -2
COc1ccc(Cn2nnnc2CN(Cc2cc3cc(C)ccc3[nH]c2=O)C2CCCC2)cc1 | -4 | -8 | 5 | -7 | 8 | 0 | i | 9 | -6
CCOC(=O)C1C(=O)CC(C)(O)C(C(=O)OCC)C1c1cc(Br)ccc1OC (configuration not stated) | 5 | 3 | 4 | -5 | 12 | -7 | i | -7 | -1
COc1cc(CC(NC(C)=O)C(=O)NC2CCN(C(=O)Nc3ccc(C)cc3)CC2)cc(OC)c1 (configuration not stated) | 4 | 5 | 1 | 1 | -9 | -8 | i | 8 | -2
COc1ccc(NC(=O)c2ccc(-n3cccn3)c([N+](=O)[O-])c2)cc1 | 5 | 4 | 5 | -1 | -4 | 6 | i | 2 | -6
O=C(Cc1ccccc1)Nc1ccc(NC(=O)c2ccco2)cc1Cl | 0 | 0 | 3 | -7 | -2 | -1 | i | -1 | -1
CC(=O)N(Cc1ccc(F)cc1)C1=C(NCCc2ccccc2)C(=O)c2ccccc2C1=O | -30 | -3 | -3 | -4 | 2 | 24 | i | -2 | -1
CCCCC1=NN(C(=O)c2cccnc2)C(O)(C(F)(F)F)C1 (configuration not stated) | 2 | -6 | -4 | 0 | 10 | -5 | i | -7 | -7
O=C(Nc1ccc(NC(=O)c2cccs2)cn1)c1ccco1 | 8 | -1 | 2 | -6 | -3 | -4 | i | 14 | -6
CN(C)c1nc(SCCOC(=O)Nc2ccccc2)nc(N(C)C)n1 | -1 | -1 | 0 | 7 | -8 | 18 | i | 13 | -1
CCN(CC)CC(O)CN(c1ccccc1)S(=O)(=O)c1ccc2ccccc2c1 (configuration not stated) | 0 | 13 | -3 | 0 | -2 | -8 | i | -1 | -9
COc1ccc(N(CC(=O)N/N=C/c2ccc(F)cc2)S(=O)(=O)c2ccccc2)cc1 | 6 | 10 | 3 | -12 | 7 | 28 | i | 4 | 1
Cc1ccc(C(C)C)c(OCC(=O)Nc2ccc3c(c2)nc(CN2CCCC2)n3C)c1 | 4 | -16 | -2 | -4 | -26 | -6 | i | -12 | -1
Cc1cc(OCC(=O)NCc2ccccn2)c2c(C)c(Cc3ccccc3)c(=O)oc2c1 | -1 | -1 | 2 | -2 | 1 | 10 | i | 10 | -3
O=C(O)CSCC(=O)N1N=C2/C(=C/c3ccccc3)CCCC2C1c1ccccc1 (configuration not stated) | 0 | 6 | 2 | 7 | 11 | -2 | i | 3 | -1
CC(C)C1C(=O)N(Cc2cn(Cc3ccco3)nn2)CCS(=O)(=O)N1Cc1ccc(-c2ccc(Cl)c(Cl)c2)cc1 (configuration not stated) | 0 | -6 | 1 | -12 | 6 | 24 | i | -1 | -3
CC(=O)NCC1(O)CCCC(C)C1 (configuration not stated) | 0 | -5 | 0 | -5 | -17 | -4 | i | -15 | -11
CN(C)c1nc(N)nc(-c2cccnc2)n1 | 0 | 8 | 0 | -9 | 5 | -12 | i | -7 | -5
COc1cc(C(=O)NCC2(N(C)C)CCCCC2)ccc1OCc1ccccc1 | 1 | 10 | 4 | -5 | -3 | -3 | i | 0 | -1
COc1ccc(OC)c2[nH]c(=O)c(CCNC(=O)C(C)C)cc12 | 0 | 6 | -2 | -11 | -8 | -7 | i | 3 | 0
CCOc1ncnc2c1sc1nc(C)cc(C)c12 | -7 | -3 | 1 | -1 | 8 | 0 | i | 4 | -6
Cc1ccc(C)c(C(=O)O/N=C(\N)c2ccc(Br)cc2)c1 | -4 | -4 | -2 | -4 | 8 | 17 | i | 6 | 2
COc1cc(C(=O)Nc2ccc(N3CCOCC3)cc2)ccc1OCc1c(C)noc1C | 6 | -4 | 0 | -13 | 1 | -8 | i | -2 | -3
O=C(NC1C2CCCC1CN(C1CC1)C2)c1ccc(Cl)cc1 (configuration not stated) | 7 | -6 | -1 | -12 | -1 | 32 | i | 0 | -2
CSCCC(NC(=O)c1ccco1)C(=O)N(C)CC(=O)Nc1ccccc1Br (configuration not stated) | 0 | 4 | -2 | -4 | 4 | -4 | i | 12 | -2
O=C(c1cc2c(c(-c3cccc(-c4ccncc4)c3)n1)[C@H](CCO)N(C(=O)c1ccc3c(c1)OCO3)C2)N1CCOCC1 | 1 | 14 | / | 2 | / | -9 | i | 2 | -1
COc1cc2c(cc1OC)C(c1cccc(Br)c1)NC(=O)C2 (configuration not stated) | 1 | -21 | -4 | -4 | -7 | -2 | i | -20 | -13
O=C(Cc1ccc([N+](=O)[O-])cc1)Nc1ccc(C(=O)N2CCOCC2)cc1 | 2 | 10 | 0 | -8 | -2 | -1 | i | 4 | -4
COC(OC)C12c3ccccc3C(c3ccccc31)C1C(=O)N(c3cccnc3)C(=O)C12 (configuration not stated) | -5 | -16 | -2 | -4 | -2 | 1 | i | -8 | -4
Cc1ccc(OCCn2cc(C=O)c3ccccc32)cc1 | 8 | -13 | -4 | -1 | -2 | 21 | i | 1 | -6
CCOC(=O)N/N=C/c1c(C)nn(-c2ccccc2Cl)c1Cl | 0 | -14 | -1 | 9 | 4 | -8 | i | -6 | -6
Cc1nnc(SCC(=O)Nc2cc(C(N)=O)cc(C(N)=O)c2)n1-c1ccccc1 | 1 | 11 | 0 | 9 | -3 | -2 | i | 4 | -6

A stretch of the results above, for reference:
SMILES | MT1-MMP act inh | NRP1-CendR mod | Rin1 Abl inh | E coli Lon inh | PABP1 MLLE inh | FAS TE block | Neddyl block | SKN-1 inh | bovine MsrA act
COc1ccc(Cn2nnnc2CN(Cc2cc3cc(C)ccc3[nH]c2=O)C2CCCC2)cc1 | -4 | -8 | 5 | -7 | 8 | 0 | i | 9 | -6
CCOC(=O)C1C(=O)CC(C)(O)C(C(=O)OCC)C1c1cc(Br)ccc1OC (configuration not stated) | 5 | 3 | 4 | -5 | 12 | -7 | i | -7 | -1

Next part
SMILES | MT1-MMP act inh | NRP1-CendR mod | Rin1 Abl inh | E coli Lon inh | PABP1 MLLE inh | FAS TE block | Neddyl block | SKN-1 inh | bovine MsrA act
CCOC(=O)[C@H]1[C@H]2COc3ccc(OC)cc3[C@@H]2N2C(=O)c3cc(C)ccc3NC(=O)[C@@]12C | 8 | 6 | 1 | 5 | 10 | 0 | i | 15 | -6
CCC1CCCCN1S(=O)(=O)c1ccc(C(=O)Nc2nnc(-c3ccccc3Cl)o2)cc1 (configuration not stated) | -2 | -1 | -4 | 13 | 4 | 13 | i | 3 | -4
COc1ccc(-c2cc(C(=O)N(C)Cc3ccccc3)no2)cc1OC | 5 | 0 | 3 | 1 | 6 | 1 | i | -11 | -14
O=C(CSc1nc2ccccc2[nH]1)Nc1ccc2[nH]c(=O)[nH]c2c1 | 1 | -11 | 1 | -11 | -69 | -8 | i | 1 | -3
CCOc1ccc(N(CC(=O)Nc2ccc(C)cc2)S(=O)(=O)c2c(C)[nH]c(=O)[nH]c2=O)cc1 | -1 | -20 | -2 | -4 | 12 | -3 | i | 0 | -3
CN(C)CCCNc1ncnc2c1cnn2-c1ccccc1 | / | -10 | 0 | 0 | -3 | -7 | i | -1 | -6
CC(C)(C)N(NC(=O)c1ccccc1)C(=O)c1cccc(C(=O)N(NC(=O)c2ccccc2)C(C)(C)C)c1 | -3 | 6 | 4 | -7 | -5 | -4 | i | 6 | -10
CCOC(=O)Cc1csc(Nc2ccc(Cl)cc2)n1 | -4 | 7 | 3 | -3 | -1 | 11 | i | 3 | -8
Cc1ccc(NC(=O)C2COc3ccccc3O2)nc1 (configuration not stated) | -1 | -3 | 0 | -4 | 12 | -4 | i | -5 | -5
Cc1ccnc(SCC(=O)Nc2cc(C)on2)n1 | 2 | 10 | -1 | -3 | -44 | -5 | i | 9 | -2
COc1ccc(CN(C(C)=O)c2ccccc2C(=O)O)cc1 | 2 | -4 | 1 | -2 | 0 | -5 | i | 10 | -3
Cc1[nH]c2ccc(C(=O)O)cc2c1C | -2 | -5 | 0 | 7 | 4 | -10 | i | 9 | -1
COc1ccc(CC(=O)N(Cc2ccccc2)C(C)C)cc1 | -3 | 3 | 1 | -7 | -6 | -5 | i | -7 | -4
CCn1c(Cn2nnc(-c3ccccc3)n2)nnc1SCC(=O)Nc1cccc(C)c1C | 5 | 1 | -2 | -3 | -6 | -17 | i | 0 | -2
CC(C)n1c(SCC(=O)NC2CC2)nnc1-c1ccco1 | -2 | 20 | -1 | 5 | 1 | -8 | i | 6 | -3
CN(C)c1nc(N)nc(CSc2nnnn2-c2ccc(C(=O)O)cc2)n1 | 6 | 0 | 4 | 1 | -28 | -4 | i | -11 | -11

With a hit mark in Neddyl block (from the list above):
SMILES	MT1-MMP act inh	NRP1-CendR mod	Rin1 Abl inh	E coli Lon inh	PABP1 MLLE inh	Neddyl block	SKN-1 inh	bovine MsrA act
COc1cccc(C2c3[nH]c4ccccc4c3CCN2Cc2cccc(C)n2)c1 (configuration not stated)	-7	4	4	4	-15	+	0	-1
